Source: PubChem BioAssay (National Center for Advancing Translational Sciences (NCATS))
uPA surface inh = blocks generation of uPA at the cell surface; cell surface uPA generation assay, qHTS; Potency, µM (titrated, usually from 38.3 µM), inactives show at the top dose activity change, negative = inhibition, most hits filed as inhibitors; 330,000 compounds, 0.31% hits; active means well fitted inhibition curve with a large enough effect; inconclusive means small, poorly fitted or top-dose-only effect; inactive means no such curve, though single readings can be large or run the other way; tested in mouse RAW 264.7 cells; further: on the % scale 0 is the no-effect control and ±100 the full control effect; nearly all actives have a fitted effect of over 55% in size
BRCA1 expr up = increases BRCA1 expression. MCF7-BRCA1-FFLuc reporter, luminescence, 48 h; response scale: scaled: vehicle 0%, 10 µM genistein 100%. AID 624202. Potency, µM (series often up to 46.1 µM), for the others: top-dose activation, actives largely listed as activators. 380,000 compounds, 1.1% hits; further: nearly all actives have a fitted effect of over 80% in size; some results filed as inactive show a strong effect at the top dose
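Activators of BRCA1 expression were detected as increased firefly luciferase luminescence in engineered MCF7 cells after 48 h compound incubation. Signals were scaled to genistein 10 microM as full activation.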
MBNL1 CUG block = MBNL1-poly(CUG) RNA binding inhibition; TR-FRET MBNL1-His/biotin-(CUG)12 binding, 665/545 ratio; Potency, µM (titrated, usually from 57.5 µM), without a hit: at the top dose activity change, negative = inhibition, actives largely listed as inhibitors; 280,000 compounds, 0.036% hits; active means well fitted inhibition curve with a large enough effect in the signal ratio, with a control signal flat, not every such curve was filed as active; inconclusive means small, poorly fitted or top-dose-only effect, or effect the other way, or a change in a side signal; inactive means no such curve, though single readings can be large or run the other way; the % refers to the signal ratio; further: on the % scale 0 is the no-effect control and ±100 the full control effect
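MBNL1-His + Biotin-(CUG)12, cpd titration 92 nM–58 uM; Tb anti-His Ab 0.055 ng/ul, SA-XL665 5 nM (final); 60 min RT; ratiometric 665/545 nm, Ex 340 nm; normalized to buffer and full-complex controls.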
FLuc counter = firefly luciferase modulation, counter-screen for miR-21 project; purified FLuc, Km substrates, luminescence inhibition; Potency, µM (titrated, usually from 57.5 µM), inactives show at the highest dose activity change, negative = inhibition, hits mostly inhibitors; 360,000 compounds, 6.9% hits;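 further: plate controls were vehicle for no effect and reference inhibitor for full effect; nearly all actives have a fitted effect of over 55% in size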
Target sequence (P08659 whole entry, looked up): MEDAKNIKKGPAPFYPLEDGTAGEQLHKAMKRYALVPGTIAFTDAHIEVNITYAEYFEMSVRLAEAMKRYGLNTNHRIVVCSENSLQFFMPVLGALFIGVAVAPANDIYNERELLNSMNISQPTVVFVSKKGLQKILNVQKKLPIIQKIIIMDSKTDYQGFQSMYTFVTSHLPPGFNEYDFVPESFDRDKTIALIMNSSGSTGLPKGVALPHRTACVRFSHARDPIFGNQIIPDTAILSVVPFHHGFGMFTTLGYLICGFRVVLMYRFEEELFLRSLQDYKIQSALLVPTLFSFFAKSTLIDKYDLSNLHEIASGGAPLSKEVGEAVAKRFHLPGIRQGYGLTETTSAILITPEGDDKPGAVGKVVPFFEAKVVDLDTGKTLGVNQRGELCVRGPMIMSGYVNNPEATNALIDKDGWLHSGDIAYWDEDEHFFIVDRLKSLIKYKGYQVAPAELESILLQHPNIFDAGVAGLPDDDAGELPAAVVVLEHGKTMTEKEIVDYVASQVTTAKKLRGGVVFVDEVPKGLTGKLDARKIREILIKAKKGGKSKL
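Purified P. pyralis luciferase, 10 nM final, with Km-level 10 uM D-luciferin and 10 uM ATP in 50 mM Tris acetate pH 7.5, 10 mM Mg acetate, 0.01% Tween-20, 0.05% BSA; 6-point qHTS titration about 60 µM downward; luminescence read.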
Rab9 prom act = activators of Rab9 promoter | Huh7 Rab9 promoter-luciferase reporter, luminescence, 24 h | Potency, µM (doses to about 9.22 µM), for inactives: at the top dose activation, negative = inhibition, usual class: activators | 320,000 compounds, 2.8% hits | AID 485297; further: % of control where 0% means no effect; nearly all actives have a fitted effect of over 60% in size
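Huh7 cells stably carrying a Rab9 promoter-luciferase reporter, 1500 cells per well in OP-MEM I with 10% FBS, treated with compound 24 hours at 37C. Luciferase activity read by luminescence after 10 minutes with Amplite reagent.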
NPC1 prom act = activators of NPC1 promoter; 320,000 compounds, 2.4% hits; Huh7 NPC1 promoter luciferase reporter, 24 h; Potency, µM (series often up to 9.22 µM), inactives show at the highest dose activation, hits mostly activators; AID 485313;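 further: % of control where 0% means no effect; nearly all actives have a fitted effect of over 60% in size; reporter is driven by a mutant NPC1 promoter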
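Huh7 reporter cells (NPC1 promoter driving luciferase) are dosed with compound for 24 h at 37 °C, 5% CO2; luciferase detection reagent is then added and luminescence measured after 10 min at ambient temperature.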
ELG1 genotox = induces genotoxicity in HEK293T cells with luciferase-tagged ELG1; Potency, µM (titrated, usually from 46 µM), inactives show at the top dose activity change, positive = activation, hits mostly activators; 330,000 compounds, 1.3% hits; HEK293T ELG1-luciferase reporter, luminescence, 16 h; further: % of control where 0% means no effect; nearly all actives have a fitted effect of over 60% in size
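DMSO vehicle served as control against compound-treated ELG1-luciferase HEK293T cells; exposure lasted 16 hr at 37 °C and 5% CO2, followed by ONE-Glo luminescence detection after 30 min.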
VP16 counter = counter-screen for ROR gamma inhibitors: Gal4-VP16 reporter. Drosophila S2 Gal4-VP16 UAS-luciferase, luminescence, 20 h. Potency, µM (top dose mostly 53.6 µM), for inactives: at the highest dose activity, negative = inhibition, hits mostly inhibitors. 310,000 compounds, 3.5% hits. AID 2546;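 further: Gal4-VP16 expression switched on by copper sulfate through the metallothionein promoter; on the % scale 0 is the no-effect control and ±100 the full control effect; nearly all actives have a fitted effect of over 50% in size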
p53 reactivation = restores transcriptional activity of mutant p53; 320,000 compounds, 0.063% hits; H1299 p53-A138V BP100-luciferase reporter, luminescence, 24 h; Potency, µM (highest dose often 92.2 µM), without a hit: at the highest dose activity change, positive = activation, usual class: activators; further: % of control where 0% means no effect; nearly all actives have a fitted effect of over 45% in size
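p53-null H1299 cells stably carrying temperature-sensitive p53-A138V and a BP100-luciferase reporter were pinned with compounds (4-point, 1:5 series) and held 24 hrs at 37 deg C. Luminescence was read 10 min after detection reagent.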
RORg inh = blocks mouse ROR gamma transcriptional activity; P51450; Drosophila S2 Gal4-RORgamma UAS-luciferase reporter, 20 h; Potency, µM (doses to about 53.6 µM), inactives show at the highest dose activity change, negative = inhibition, most hits filed as inhibitors; 310,000 compounds, 5.4% hits; AID 2551; further: on the % scale 0 is the no-effect control and ±100 the full control effect; nearly all actives have a fitted effect of over 60% in size
Target sequence (P51450 whole entry, looked up, the tested form may be a part): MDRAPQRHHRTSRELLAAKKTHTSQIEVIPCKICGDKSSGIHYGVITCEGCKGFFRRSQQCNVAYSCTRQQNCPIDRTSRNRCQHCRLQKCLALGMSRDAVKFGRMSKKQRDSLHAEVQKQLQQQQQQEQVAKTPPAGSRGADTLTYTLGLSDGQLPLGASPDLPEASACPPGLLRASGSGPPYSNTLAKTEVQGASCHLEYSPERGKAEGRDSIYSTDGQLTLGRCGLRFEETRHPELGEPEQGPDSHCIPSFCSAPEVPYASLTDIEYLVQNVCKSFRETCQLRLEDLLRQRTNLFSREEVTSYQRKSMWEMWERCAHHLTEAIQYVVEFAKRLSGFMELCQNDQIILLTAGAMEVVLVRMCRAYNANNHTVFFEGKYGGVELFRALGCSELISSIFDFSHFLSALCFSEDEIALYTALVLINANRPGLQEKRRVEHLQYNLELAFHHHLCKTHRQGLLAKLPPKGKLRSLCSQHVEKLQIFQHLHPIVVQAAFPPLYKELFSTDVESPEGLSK
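Luciferase reporter read in Schneider cells carrying Gal4-RORγ (mouse) and UAS-Photinus luciferase; cells given compound 1 h before 700 uM copper sulfate induction, then incubated 20 h at ambient temperature.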
Active calls of the source: *; [ ] = dose if it differs, or a comment. Unless noted, the call rests on the fitted dose curve; in most records, active means well fitted curve in the direction sought with a large enough effect; inconclusive means small, poorly fitted or top-dose-only effect, or another doubt; inactive means no such curve, though single readings can be large; an effect the other way counts as inactive or inconclusive. Potency means the concentration at half of the fitted maximal effect.

`Cc1ccc(S(=O)(=O)N2[C@@H](c3ccccc3)C(C(=O)O)=CC[C@H]2c2ccc(Cl)c(Cl)c2)cc1` gave uPA surface inh -5%, BRCA1 expr up 0%, FLuc counter 1%, Rab9 prom act -3%, NPC1 prom act -2%, ELG1 genotox -1% and p53 reactivation 0%.
`CC(OC(=O)c1cn(-c2ccccc2)nc1-c1cccnc1)C(N)=O` (stereo unspecified) gave uPA surface inh 2%, BRCA1 expr up -12%, MBNL1 CUG block 9%, FLuc counter -6%, Rab9 prom act 0%, NPC1 prom act 2%, ELG1 genotox -1%, VP16 counter -9%, p53 reactivation -2% and RORg inh 18%.
Cc1ccc(OCCNC(=O)C2CC(=O)N(Cc3ccccc3)C2)cc1 (stereo unspecified) was read as uPA surface inh 0%, BRCA1 expr up -20%, FLuc counter 4%, Rab9 prom act 6%, NPC1 prom act -2%, ELG1 genotox -2% and p53 reactivation -3%.
Screening COc1ccc(C(=O)N2CCCN(C)CC2)cc1S(=O)(=O)N1CCCc2ccccc21 returned uPA surface inh 6%, BRCA1 expr up 1%, MBNL1 CUG block -7%, FLuc counter -19%, Rab9 prom act -1%, NPC1 prom act -2%, ELG1 genotox 10%, VP16 counter 7%, p53 reactivation 16% and RORg inh -1%.
For O=C(Nc1ccc(Cl)c(Cl)c1)Nc1ccccn1 the results were uPA surface inh -4%, BRCA1 expr up 77%, MBNL1 CUG block -1%, FLuc counter inconclusive, Rab9 prom act 4.5µM*, NPC1 prom act 3.2µM*, ELG1 genotox inconclusive, VP16 counter inconclusive, p53 reactivation inconclusive and RORg inh 20%.
CC(=O)c1ccc(NC(=O)COC(=O)c2c3c(nc4ccccc24)/C(=C\c2cccs2)CCC3)cc1 was read as uPA surface inh -15%, BRCA1 expr up -82%[inhibitor], MBNL1 CUG block -11%, FLuc counter 0%, Rab9 prom act -44%[inhibitor], NPC1 prom act -32%[inhibitor], ELG1 genotox -9%, VP16 counter inconclusive, p53 reactivation 1% and RORg inh inconclusive.
For COc1ccccc1CNC(=O)C1CCC(CNS(=O)(=O)c2ccc(NC(C)=O)cc2)CC1 (stereo unspecified) the results were uPA surface inh 2%, BRCA1 expr up -2%, MBNL1 CUG block -3%, FLuc counter -1%, Rab9 prom act -4%, NPC1 prom act -5%, ELG1 genotox -3%, VP16 counter 4%, p53 reactivation -4% and RORg inh 1%.
`COc1cc(/C=N/Nc2ccc([N+](=O)[O-])cc2S(=O)(=O)N2CCOCC2)cc(OC)c1OC` gave uPA surface inh -13%, BRCA1 expr up -22%, MBNL1 CUG block 6%, FLuc counter 0%, Rab9 prom act -3%, NPC1 prom act 1%, ELG1 genotox 7%, VP16 counter 5%, p53 reactivation -17% and RORg inh -17%.
Screening C=CCNC(=O)COC(=O)c1ccc(Cl)c(S(N)(=O)=O)c1 returned uPA surface inh 2%, BRCA1 expr up -4%, MBNL1 CUG block 2%, FLuc counter -2%, Rab9 prom act 1%, NPC1 prom act -5%, ELG1 genotox 3%, VP16 counter 3%, p53 reactivation 3% and RORg inh -1%.
`CCOC(=O)C1CCN(C(=O)CCS(=O)(=O)c2ccc3c(c2)n(C)c(=O)c(=O)n3C)CC1` gave uPA surface inh 3%, BRCA1 expr up -16%, MBNL1 CUG block -9%, FLuc counter 1%, Rab9 prom act -8%, NPC1 prom act -1%, ELG1 genotox 1%, VP16 counter 0% and RORg inh -19%.
For CCN(CC(=O)NC1CCS(=O)(=O)C1)S(=O)(=O)c1cc([N+](=O)[O-])ccc1C (stereo unspecified) the results were uPA surface inh -3%, BRCA1 expr up -13%, FLuc counter 4%, Rab9 prom act -2%, NPC1 prom act 1%, ELG1 genotox -1% and p53 reactivation 12%.
COc1ccc(S(=O)(=O)N2CCCCCC2)cc1C(=O)N1CCCC(C(F)(F)F)C1 (stereo unspecified) was read as uPA surface inh 2%, BRCA1 expr up -27%, FLuc counter 1%, Rab9 prom act -5%, NPC1 prom act -3%, ELG1 genotox -4% and p53 reactivation 0%.
Screening O=C(O)c1cc2c(cc1NC(=O)c1c(F)cccc1F)OCCCO2 returned uPA surface inh 0%, BRCA1 expr up 3%, MBNL1 CUG block -5%, FLuc counter -14%, Rab9 prom act 0%, NPC1 prom act -1%, ELG1 genotox 6%, VP16 counter 4%, p53 reactivation 2% and RORg inh 8%.
COc1ccc(OCC(=O)N/N=C/c2ccncc2)cc1 was read as uPA surface inh 5%, BRCA1 expr up -24%, MBNL1 CUG block 19%, FLuc counter -13%, Rab9 prom act 12%, NPC1 prom act -3%, ELG1 genotox 1%, VP16 counter 1%, p53 reactivation -6% and RORg inh 3%.
For O=C1CNC(=O)/C1=C\c1ccc(O)cc1 the results were uPA surface inh 2%, BRCA1 expr up -9%, FLuc counter 0%, Rab9 prom act 2%, NPC1 prom act 4%, ELG1 genotox 1%, VP16 counter 3%, p53 reactivation 4% and RORg inh -5%.
CNS(=O)(=O)c1cccc(C(=O)NCC(c2cccs2)N(C)C)c1 (stereo unspecified) was read as uPA surface inh -1%, BRCA1 expr up 1%, MBNL1 CUG block -12%, FLuc counter -1%, Rab9 prom act -1%, NPC1 prom act 0%, ELG1 genotox 0%, VP16 counter -3%, p53 reactivation 1% and RORg inh -2%.
For CCN(CC)S(=O)(=O)c1cccc(C(=O)NC2=NCCS2)c1 the results were uPA surface inh -2%, BRCA1 expr up -27%, MBNL1 CUG block -9%, FLuc counter -1%, Rab9 prom act -2%, NPC1 prom act 0%, ELG1 genotox 0%, VP16 counter 5%, p53 reactivation 14% and RORg inh -23%.
COc1cccc(C2=CC(c3ccccc3)n3ncnc3N2)c1 (stereo unspecified) was read as MBNL1 CUG block 14%, FLuc counter -10%, Rab9 prom act -4%, NPC1 prom act 6%, ELG1 genotox -4%, VP16 counter -12%, p53 reactivation 0% and RORg inh -22%.
`CC(C)C(NS(=O)(=O)c1cccc2nsnc12)C(=O)N1CCn2c1nc1ccccc12` (stereo unspecified) gave uPA surface inh 8%, BRCA1 expr up 0%, MBNL1 CUG block inconclusive, FLuc counter 2%, Rab9 prom act -2%, NPC1 prom act -4%, ELG1 genotox -2%, VP16 counter -2%, p53 reactivation -3% and RORg inh -6%.
Screening CCOc1ccccc1N1CCN(C(=O)Nc2cccc(Cl)c2)CC1 returned uPA surface inh 1%, BRCA1 expr up 0%, MBNL1 CUG block 1%, FLuc counter 4%, Rab9 prom act -5%, NPC1 prom act -1%, ELG1 genotox -5%, VP16 counter 4%, p53 reactivation -1% and RORg inh inconclusive.
For S=C(NCCN1CCOCC1)Nc1cccc2ccccc12 the results were uPA surface inh -4%, BRCA1 expr up -1%, FLuc counter 1%, Rab9 prom act 16%, NPC1 prom act 3%, ELG1 genotox 0%, VP16 counter inconclusive, p53 reactivation 10% and RORg inh inconclusive.
`CC(=O)c1cccc(-n2nnnc2SCC(=O)Nc2cc(C)on2)c1` gave uPA surface inh 0%, BRCA1 expr up -61%, MBNL1 CUG block -2%, FLuc counter -1%, Rab9 prom act 1%, NPC1 prom act 2%, ELG1 genotox -3%, VP16 counter 5%, p53 reactivation -3% and RORg inh -8%.
O=C1CCCC(=O)C1C(c1ccc(Cl)cc1)C1C(=O)CCCC1=O was read as uPA surface inh 1%, BRCA1 expr up -24%, FLuc counter 0%, Rab9 prom act -3%, NPC1 prom act -1%, ELG1 genotox -2% and p53 reactivation 3%.
Screening COc1ccc(-c2c(C#Cc3ccsc3)c3cc(-c4cccc5[nH]ccc45)ccc3n2C)cc1 returned uPA surface inh 12%, BRCA1 expr up -25%, FLuc counter -13%, Rab9 prom act -3%, NPC1 prom act -5%, ELG1 genotox 1% and p53 reactivation 3%.
O=C1C=CC(=O)N1 was read as uPA surface inh inconclusive, BRCA1 expr up -7%, FLuc counter -19%, Rab9 prom act -6%, NPC1 prom act 2%, ELG1 genotox -7% and p53 reactivation -17%.
For CCOc1ccc(N=Nc2c(C)[nH]n(-c3ccccc3)c2=O)cc1 the results were uPA surface inh 3%, BRCA1 expr up -51%, MBNL1 CUG block -2%, FLuc counter inconclusive, Rab9 prom act 4%, NPC1 prom act 17%, ELG1 genotox -5%, VP16 counter 0%, p53 reactivation 3% and RORg inh 10%.
COc1ccc(C2NC(=O)c3ccccc3N2)cc1OC (stereo unspecified) was read as uPA surface inh 1%, BRCA1 expr up 73%, MBNL1 CUG block 1%, FLuc counter -10%, Rab9 prom act -2%, NPC1 prom act -5%, ELG1 genotox inconclusive, VP16 counter 3%, p53 reactivation 13% and RORg inh 6%.

Fetched one by one from the entries so far (two):
Screening COc1ccc(-c2c(C#Cc3ccsc3)c3cc(-c4cccc5[nH]ccc45)ccc3n2C)cc1 returned uPA surface inh 12%, BRCA1 expr up -25%, FLuc counter -13%, Rab9 prom act -3%, NPC1 prom act -5%, ELG1 genotox 1% and p53 reactivation 3%.
For CCN(CC(=O)NC1CCS(=O)(=O)C1)S(=O)(=O)c1cc([N+](=O)[O-])ccc1C (stereo unspecified) the results were uPA surface inh -3%, BRCA1 expr up -13%, FLuc counter 4%, Rab9 prom act -2%, NPC1 prom act 1%, ELG1 genotox -1% and p53 reactivation 12%.
